Tb PFK inh: blocks T. brucei phosphofructokinase; Potency, µM (titrated, usually from 57.5 µM), inactives show top-dose activity, negative = inhibition, usual class: inhibitors; O15648; T. brucei PFK, ADP-Glo luminescence; hit rate 0.17% among 330,000;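 note: potency is the fitted concentration of half-maximal effect; 0% = uninhibited 1x PFK enzyme wells and -100% = no-enzyme wells; nearly all actives have a fitted effect of over 60% in size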
Target sequence (O15648 whole entry, looked up): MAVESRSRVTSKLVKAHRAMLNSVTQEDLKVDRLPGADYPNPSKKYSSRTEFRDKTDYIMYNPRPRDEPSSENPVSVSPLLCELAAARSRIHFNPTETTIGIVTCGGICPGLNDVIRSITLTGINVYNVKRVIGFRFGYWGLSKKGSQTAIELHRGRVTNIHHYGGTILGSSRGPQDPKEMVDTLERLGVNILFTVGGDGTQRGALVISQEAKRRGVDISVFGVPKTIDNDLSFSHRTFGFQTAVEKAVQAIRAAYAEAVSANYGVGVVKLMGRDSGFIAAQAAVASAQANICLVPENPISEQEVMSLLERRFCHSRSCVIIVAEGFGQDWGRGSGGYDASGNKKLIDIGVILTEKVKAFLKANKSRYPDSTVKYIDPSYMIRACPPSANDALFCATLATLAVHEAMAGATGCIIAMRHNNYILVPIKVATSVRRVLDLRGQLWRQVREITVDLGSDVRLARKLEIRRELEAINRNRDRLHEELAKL
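1.25 nM PFK with 0.5 mM F6P and 0.1 mM ATP in 0.1 M TEA pH 8.0, 5 mM MgCl2, incubated 45 min at room temperature; ADP measured by ADP-Glo luminescence; compounds titrated up to 57 uM.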
ELG1 repair inh: blocks ELG1-dependent DNA repair in HEK293T cells | HEK293T ELG1-luciferase reporter, luminescence, 16 h; DNA damage induced by 5-fluorouridine | Potency, µM (titrated, usually from 46.1 µM), for the others: at the top dose activity change, negative = inhibition, actives largely listed as inhibitors | hit rate 2.3% among 330,000 | AID 504467; note: potency is the fitted concentration of half-maximal effect; % is set by controls: 0 for no effect and ±100 for the full control effect; nearly all actives have a fitted effect of over 55% in size
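Overnight (16 hr) co-exposure of 2,000 cells/well to 5-fluorouridine and compound at 37 °C preceded detection. Luciferase was quantified via ONE-Glo luminescence; loss of signal denotes inhibition.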
TCR activator: activates T cell receptor signaling; primary human leukocytes, anti-CD3, IL-2 HTRF, 48 h; Potency, µM (series often up to 9.22 µM), for the others: at the top dose activation of IL-2 secretion, hits mostly activators; 330,000 tested, under 10 active; AID 504894; note: % of control where 0% means no effect
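Human primary leukocytes + a-CD3 beads + cpd, 48 hr; IL-2 in supernatant by HTRF (ex 320nm / em 665nm). No co-stimulatory signal supplied.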
Eya2 inh: Eya2 (human) phosphatase inhibition | O00167 | recombinant Eya2, OMFP fluorescence dephosphorylation (OMFP is methylfluorescein phosphate) | Potency, µM (doses to about 76.9 µM), for the others: top-dose activity, negative = inhibition, actives largely listed as inhibitors | hit rate 0.006% among 330,000 | AID 488837; note: potency is the fitted concentration of half-maximal effect; % is set by controls: 0 for no effect and ±100 for the full control effect
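Eya2 protein (added as 0.2 uM solution) was preincubated with compound for 10 min at ambient temperature in 50 mM HEPES pH 7.5, 50 mM NaCl, 5 uM MgCl2, 0.05% BSA, 1 mM DTT. OMFP (added at 50 uM) then reacted 10 min; fluorescence read at 485/525 nm.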
Chronic BCR inh: inhibitors of chronic active B-cell receptor signaling; ABC-DLBCL IkBa-CBG/CBR reporter, luminescence ratio, 4 h; Potency, µM (doses to about 46.1 µM), for inactives: at the top dose ratio change, negative = lower green/red ratio, usual class: inhibitors; hit rate 0.05% among 340,000; active = well fitted inhibition curve with a large enough effect in the signal ratio, with a control signal flat, not every such curve was filed as active; inconclusive = small, poorly fitted or top-dose-only effect, or effect the other way, or a change in a side signal; the % refers to the signal ratio;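 note: potency is the fitted concentration of half-maximal effect; plate controls were basal doxycycline-induced cells for no effect and cells given 10 µM MG132 for full effect; MG132 reads +100%, hits lower the ratio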
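Concentration-response series (up to 46 uM) were applied to TMD8 dual-reporter cells for 4 h at 37C with doxycycline. Green/red ratio, after filter-overlap correction, defined %Activity; red signal alone was normalised to basal cells and zero luminescence.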
Integrin act MD: activators of alpha7 integrin expression for muscular dystrophy | Potency, µM (doses to about 38.3 µM), for the others: at the highest dose activation, hits mostly activators | AID 624291 | hit rate 0.064% among 350,000 | alpha7betagal myoblasts, beta-gal FDG fluorescence, 48 h;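 note: potency is the fitted concentration of half-maximal effect; 100% = response of the positive control SU9516; nearly all actives have a fitted effect of over 60% in size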
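alpha7betagal+/- myoblasts (passage 13, 250/well) treated 48 h at 37C with compounds at 1:260 dilution of DMSO stock. Lysed, then beta-galactosidase activity read as FDG fluorescence (ex 480/em 540) after 30 min, with pre-read for autofluorescence.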
Mito fusion yeast: blocks mitochondrial division or promotes mitochondrial fusion | S. cerevisiae fusion-defective mutant growth rescue, CellTiterGlo 48 h | Potency, µM (doses to about 46.1 µM), inactives show at the highest dose growth rescue (activation), actives largely listed as activators | hit rate 0.23% among 320,000;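 note: potency is the fitted concentration of half-maximal effect; % of control where 0% means no effect; nearly all actives have a fitted effect of over 45% in size; temperature-sensitive fusion mutants such as fzo1-1 at 37 °C on non-fermentable ethanol glycerol medium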
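Yeast fusion mutant, YPEG (non-fermentable carbon), compound, 48 h at 37C non-permissive; CellTiterGlo added, 10 min RT, luminescence read. Rescued growth = division inhibition.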
TSHR antagonist: human thyrotropin receptor antagonism | P16473 | TSHR-expressing cells, TSH-stimulated cAMP HTRF, 2 h; hits give low values | activity change, negative = inhibition, % at 11.5 µM | hit rate 0.2% among 330,000 | AID 504810;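 active = activity change below a set negative limit, meaning inhibition stronger than a set level, cut at about -70% in these data; inconclusive = activity change between two set negative limits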; note: % is set by controls: 0 for no effect and ±100 for the full control effect
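Freshly harvested TSHR cells receive pin-tooled compound, then EC80 TSH at 4nM final. After 2 hours at 37 deg C, antibody in lysis buffer and cAMP-d2 are added; 30 minutes at ambient temperature precede the HTRF read.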
S-ASM inh: blocks human secretory acid sphingomyelinase | P17405 | placental ASM, HMU-PC fluorogenic substrate, 60 min | Potency, µM (highest dose often 57.5 µM), for the others: at the highest dose activity change, negative = inhibition, usual class: inhibitors | hit rate 0.006% among 340,000; note: potency is the fitted concentration of half-maximal effect
Target sequence (P17405 47-631 limits assumed): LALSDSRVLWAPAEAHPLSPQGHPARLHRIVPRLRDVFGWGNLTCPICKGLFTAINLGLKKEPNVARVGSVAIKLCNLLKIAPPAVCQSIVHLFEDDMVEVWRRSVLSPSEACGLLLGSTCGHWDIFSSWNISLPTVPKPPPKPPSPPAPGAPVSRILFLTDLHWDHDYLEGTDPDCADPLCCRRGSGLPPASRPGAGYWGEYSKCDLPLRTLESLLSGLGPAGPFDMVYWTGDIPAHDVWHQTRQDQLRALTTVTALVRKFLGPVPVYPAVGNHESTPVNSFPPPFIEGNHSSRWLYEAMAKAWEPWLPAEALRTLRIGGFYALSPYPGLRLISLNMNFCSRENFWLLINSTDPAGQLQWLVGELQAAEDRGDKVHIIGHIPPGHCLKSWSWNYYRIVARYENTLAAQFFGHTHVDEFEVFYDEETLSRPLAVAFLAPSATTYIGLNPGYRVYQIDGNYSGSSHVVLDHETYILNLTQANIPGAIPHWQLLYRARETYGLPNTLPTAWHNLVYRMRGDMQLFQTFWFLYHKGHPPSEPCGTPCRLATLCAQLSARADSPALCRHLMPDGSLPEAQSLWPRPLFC
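Fluorogenic HMU-PC substrate (9 uM final) is turned over by placental ASM in 60 min at 37 C after a 10 min compound preincubation. Reaction ended by alkaline stop (pH 10), with fluorescence read at 386/447 nm.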
TSG101-PTAP inh: blocks PTAP/TSG101 interaction to inhibit HIV-1 budding; Potency, µM (series often up to 115 µM), for the others: top-dose activity change, negative = inhibition, actives largely listed as inhibitors; Fluorescence polarization, FITC-PTAP peptide / Tsg101 binding; 340,000 tested, under 10 active; AID 493005; active = well fitted inhibition curve with a large enough effect in the main read-out, with a control signal flat, not every such curve was filed as active; inconclusive = small, poorly fitted or top-dose-only effect, or effect the other way, or a change in a side signal; inactive = no such curve, though single readings can be large or run the other way; note: potency is the fitted concentration of half-maximal effect; % of control where 0% means no effect
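Fluorescence polarization binding of Tsg101 binding domain (10 uM final) to FITC-labeled PTAP peptide (50 nM final) in HEPES pH 7.5 buffer with NaCl, Tween 20, EDTA, TCEP. Compounds added before peptide; binding 20 min at RT.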
A-T KAP1 phos: potential ataxia-telangiectasia treatment | hit rate 0.19% among 320,000 | […] A-T fibroblasts, KAP-1 phosphorylation AlphaLISA; neocarzinostatin DNA damage 30 min before lysis | AID 485349 | Potency, µM (titrated, usually from 57.5 µM), without a hit: at the highest dose activation, most hits filed as activators; note: potency is the fitted concentration of half-maximal effect; % of control where 0% means no effect; nearly all actives have a fitted effect of over 45% in size
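ATM-like activity read as KAP-1 phosphorylation via AlphaLISA donor/acceptor antibody pairs after lysis and 6 hr at 25C. Cells were ATM-null patient fibroblasts ([…], hTERT), dosed 60 min, then exposed to the DSB inducer NCS for 30 min.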
Starred values were filed as active, the others as inactive; [ ] = another dose, or the depositor's remark. Unless noted, calls come from the whole dose curve; as a rule, active = well fitted curve in the direction sought with a large enough effect; inconclusive = small, poorly fitted or top-dose-only effect, or another doubt; inactive = no such curve, though single readings can be large; an effect the other way counts as inactive or inconclusive.

What do the screens show for `CCOc1ccc(-c2nnc3n2N=C(c2ccc(OC)cc2)CS3)cc1`?
Tb PFK inh: 3%; ELG1 repair inh: inconclusive; TCR activator: 4%; Eya2 inh: -2%; Chronic BCR inh: -6%; Integrin act MD: 4%; Mito fusion yeast: 2%; TSHR antagonist: 8; S-ASM inh: -15%; TSG101-PTAP inh: -4%; A-T KAP1 phos: -4%

What do the screens show for `OCC1(Cc2ccc(Cl)cc2)CCN(Cc2ccc(Oc3ncccn3)cc2)CC1`?
Tb PFK inh: 1%; ELG1 repair inh: -1%; TCR activator: -2%; Eya2 inh: -5%; Chronic BCR inh: 0%; Integrin act MD: -31%; Mito fusion yeast: -1%; TSHR antagonist: 5; S-ASM inh: 0%; TSG101-PTAP inh: 3%; A-T KAP1 phos: -1%

What do the screens show for `CS(=O)(=O)c1cnc(-c2ccccc2)nc1Sc1ccc(F)cc1`?
Tb PFK inh: 2%; ELG1 repair inh: 2%; TCR activator: 7%; Eya2 inh: -1%; Chronic BCR inh: inconclusive; Integrin act MD: -7%; Mito fusion yeast: -2%; TSHR antagonist: -5; S-ASM inh: -2%; TSG101-PTAP inh: -2%; A-T KAP1 phos: 0%

How did Cc1ccc(CNC(=O)CSc2nc3[nH]ncc3c(=O)[nH]2)cc1 do in these assays?
Tb PFK inh: 1%; ELG1 repair inh: 19%; TCR activator: 6%[46.1 µM]; Eya2 inh: -17%; Chronic BCR inh: 3%; Integrin act MD: 23%; Mito fusion yeast: -6%; TSHR antagonist: 2; S-ASM inh: -2%; TSG101-PTAP inh: -1%; A-T KAP1 phos: -10%

What do the screens show for `COc1ccccc1NC(=O)CN1CCC(c2nc3ccccc3[nH]2)CC1`?
Tb PFK inh: 0%; ELG1 repair inh: -23%; TCR activator: -4%; Eya2 inh: 2%; Chronic BCR inh: -6%; Integrin act MD: inconclusive; Mito fusion yeast: -2%; TSHR antagonist: -9; S-ASM inh: -2%; TSG101-PTAP inh: 0%; A-T KAP1 phos: -2%

How did COCC(C)n1c(SCC(=O)NCCC2=CCCCC2)nc2ccccc2c1=O (stereo not drawn) do in these assays?
Tb PFK inh: 4%; ELG1 repair inh: inconclusive; TCR activator: 3%; Eya2 inh: -3%; Chronic BCR inh: 14%; Integrin act MD: 11%; Mito fusion yeast: 12%; TSHR antagonist: -9; S-ASM inh: -2%; TSG101-PTAP inh: -1%; A-T KAP1 phos: 6%

Results for O=C(Cc1ccc(O)cc1)N/N=C/c1cccnc1 ?
Tb PFK inh: -2%; ELG1 repair inh: -7%; TCR activator: 5%; Eya2 inh: -3%; Chronic BCR inh: 1%; Integrin act MD: -3%; Mito fusion yeast: 0%; TSHR antagonist: 17; S-ASM inh: 1%; TSG101-PTAP inh: -2%; A-T KAP1 phos: 3%

What do the screens show for `COC(=O)CC1=Nc2ccccc2NC(=O)C1`?
Tb PFK inh: -6%; ELG1 repair inh: 3%; TCR activator: 0%; Eya2 inh: 15%; Chronic BCR inh: 1%; Integrin act MD: 3%; Mito fusion yeast: -19%; TSHR antagonist: 9; S-ASM inh: 4%; TSG101-PTAP inh: -5%; A-T KAP1 phos: 3%

Results for Cc1cc(=O)[nH]c(=O)n1Cc1ccccc1 ?
Tb PFK inh: 0%; ELG1 repair inh: -8%; TCR activator: -4%; Eya2 inh: 5%; Chronic BCR inh: -2%; Integrin act MD: 5%; Mito fusion yeast: -1%; TSHR antagonist: -4; S-ASM inh: 2%; TSG101-PTAP inh: 0%; A-T KAP1 phos: 4%

How did CC(C)[C@H](NC(=O)Nc1ccc2c(c1)OCCO2)C(=O)O do in these assays?
Tb PFK inh: -1%; ELG1 repair inh: 0%; TCR activator: 4%; Eya2 inh: 13%; Chronic BCR inh: 6%; Integrin act MD: -18%; Mito fusion yeast: -3%; TSHR antagonist: 3; S-ASM inh: 4%; TSG101-PTAP inh: 1%; A-T KAP1 phos: 0%

Results for Cc1ccc(-c2cc(-c3ccc(F)cc3)n[nH]2)c(O)c1 ?
Tb PFK inh: -2%; ELG1 repair inh: inconclusive; Eya2 inh: 3%; Chronic BCR inh: inconclusive; Integrin act MD: 3%; Mito fusion yeast: 5%; TSHR antagonist: -20; S-ASM inh: -7%; TSG101-PTAP inh: -4%; A-T KAP1 phos: 5%

What do the screens show for `Clc1ccc(-c2nc3ccncc3[nH]2)cc1`?
Tb PFK inh: 0%; ELG1 repair inh: inconclusive; TCR activator: 3%[46.1 µM]; Eya2 inh: 1%; Chronic BCR inh: inconclusive; Integrin act MD: 2%; Mito fusion yeast: -5%; TSHR antagonist: 1; S-ASM inh: 4%; TSG101-PTAP inh: -4%; A-T KAP1 phos: -12%

How did O=C(CNC(=O)c1cccc(Br)c1)NCCc1nc2ccccc2[nH]1 do in these assays?
Tb PFK inh: 1%; ELG1 repair inh: 11%; TCR activator: -3%; Eya2 inh: -12%; Chronic BCR inh: -12%; Integrin act MD: -1%; Mito fusion yeast: -5%; TSHR antagonist: 0; S-ASM inh: 0%; TSG101-PTAP inh: -11%; A-T KAP1 phos: 7%

How did Cc1ccc(C2C(C#N)=C(N)Oc3cc(C)oc(=O)c32)o1 (stereo not drawn) do in these assays?
Tb PFK inh: 7%; ELG1 repair inh: inconclusive; TCR activator: -2%; Eya2 inh: 4%; Chronic BCR inh: inconclusive; Integrin act MD: 8%; Mito fusion yeast: -16%; TSHR antagonist: -7; S-ASM inh: 1%; TSG101-PTAP inh: -2%; A-T KAP1 phos: 11%

Results for Cc1ccc(OCC(=O)O/N=C(\N)c2cccnc2)cc1 ?
Tb PFK inh: -4%; ELG1 repair inh: inconclusive; TCR activator: 7%; Eya2 inh: inconclusive; Chronic BCR inh: inconclusive; Integrin act MD: 18%; Mito fusion yeast: 7%; TSHR antagonist: -1; S-ASM inh: 4%; TSG101-PTAP inh: -4%; A-T KAP1 phos: 7%

What do the screens show for `O=C(CCN1C(=O)/C(=C/c2ccccc2F)SC1=S)Nc1cccnc1`?
Tb PFK inh: -1%; ELG1 repair inh: -10%; TCR activator: -3%; Eya2 inh: 26%; Chronic BCR inh: -2%; Integrin act MD: 5%; Mito fusion yeast: -1%; TSHR antagonist: 5; S-ASM inh: 20%; TSG101-PTAP inh: -4%; A-T KAP1 phos: 6%

Results for CN1CCN(C(=O)CC2(CC(=O)O)CCCC2)CC1 ?
Tb PFK inh: -3%; ELG1 repair inh: 16%; TCR activator: 5%; Eya2 inh: 6%; Chronic BCR inh: 0%; Integrin act MD: -18%; Mito fusion yeast: -7%; TSHR antagonist: 8; S-ASM inh: 0%; TSG101-PTAP inh: 0%; A-T KAP1 phos: 2%

What do the screens show for `COc1ccc(NCC(=O)Nc2cc(S(=O)(=O)N3CCOCC3)ccc2N2CCOCC2)c(OC)c1`?
Tb PFK inh: -2%; ELG1 repair inh: 2%; TCR activator: 5%; Eya2 inh: -7%; Chronic BCR inh: 1%; Integrin act MD: -34%; Mito fusion yeast: -2%; TSHR antagonist: 7; S-ASM inh: -9%; TSG101-PTAP inh: -7%; A-T KAP1 phos: -7%

Results for COc1ccc(OCc2cc(C(=O)NC3CCOCC3)no2)c2ccccc12 ?
Tb PFK inh: 2%; ELG1 repair inh: 12%; TCR activator: -13%; Eya2 inh: -1%; Chronic BCR inh: -9%; Integrin act MD: -25%; Mito fusion yeast: -9%; TSHR antagonist: 5; S-ASM inh: 0%; TSG101-PTAP inh: -4%; A-T KAP1 phos: 23%

High-throughput results as filed in PubChem BioAssay.

No enrichment for hits; overall some 3.2% were active at least once.
